Compound activity deposited in PubChem by National Center for Advancing Translational Sciences (NCATS).
RXFP1 antag = RXFP1 (human) relaxin receptor antagonism | Q9HBX9 | AID 1259400 | activity change, negative = inhibition, % at 57.5 µM | HEK293-RXFP1, relaxin-stimulated cAMP HTRF, 30 min; stronger effect = lower value | 350,000 compounds, 0.59% hits;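 active means activity change of -60% or lower, but not beyond a set lower limit; inconclusive means change between -60% and -40%, or beyond the set limit; inactive means change above -40%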; further: on the % scale 0 is the no-effect control and ±100 the full control effect
BLM inh = Bloom syndrome helicase (human) inhibition; P54132; recombinant BLM DNA unwinding, fluorescence dequenching; Potency, µM (doses to about 56.1 µM), inactives show at the highest dose activity change, negative = inhibition, hits mostly inhibitors; 350,000 compounds, 0.2% hits; AID 2528;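 further: potency means the concentration at half of the fitted maximal effect; plate controls were vehicle for no effect and no enzyme for full effect; nearly all actives have a fitted effect of over 35% in size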
Target sequence (P54132 whole entry, looked up): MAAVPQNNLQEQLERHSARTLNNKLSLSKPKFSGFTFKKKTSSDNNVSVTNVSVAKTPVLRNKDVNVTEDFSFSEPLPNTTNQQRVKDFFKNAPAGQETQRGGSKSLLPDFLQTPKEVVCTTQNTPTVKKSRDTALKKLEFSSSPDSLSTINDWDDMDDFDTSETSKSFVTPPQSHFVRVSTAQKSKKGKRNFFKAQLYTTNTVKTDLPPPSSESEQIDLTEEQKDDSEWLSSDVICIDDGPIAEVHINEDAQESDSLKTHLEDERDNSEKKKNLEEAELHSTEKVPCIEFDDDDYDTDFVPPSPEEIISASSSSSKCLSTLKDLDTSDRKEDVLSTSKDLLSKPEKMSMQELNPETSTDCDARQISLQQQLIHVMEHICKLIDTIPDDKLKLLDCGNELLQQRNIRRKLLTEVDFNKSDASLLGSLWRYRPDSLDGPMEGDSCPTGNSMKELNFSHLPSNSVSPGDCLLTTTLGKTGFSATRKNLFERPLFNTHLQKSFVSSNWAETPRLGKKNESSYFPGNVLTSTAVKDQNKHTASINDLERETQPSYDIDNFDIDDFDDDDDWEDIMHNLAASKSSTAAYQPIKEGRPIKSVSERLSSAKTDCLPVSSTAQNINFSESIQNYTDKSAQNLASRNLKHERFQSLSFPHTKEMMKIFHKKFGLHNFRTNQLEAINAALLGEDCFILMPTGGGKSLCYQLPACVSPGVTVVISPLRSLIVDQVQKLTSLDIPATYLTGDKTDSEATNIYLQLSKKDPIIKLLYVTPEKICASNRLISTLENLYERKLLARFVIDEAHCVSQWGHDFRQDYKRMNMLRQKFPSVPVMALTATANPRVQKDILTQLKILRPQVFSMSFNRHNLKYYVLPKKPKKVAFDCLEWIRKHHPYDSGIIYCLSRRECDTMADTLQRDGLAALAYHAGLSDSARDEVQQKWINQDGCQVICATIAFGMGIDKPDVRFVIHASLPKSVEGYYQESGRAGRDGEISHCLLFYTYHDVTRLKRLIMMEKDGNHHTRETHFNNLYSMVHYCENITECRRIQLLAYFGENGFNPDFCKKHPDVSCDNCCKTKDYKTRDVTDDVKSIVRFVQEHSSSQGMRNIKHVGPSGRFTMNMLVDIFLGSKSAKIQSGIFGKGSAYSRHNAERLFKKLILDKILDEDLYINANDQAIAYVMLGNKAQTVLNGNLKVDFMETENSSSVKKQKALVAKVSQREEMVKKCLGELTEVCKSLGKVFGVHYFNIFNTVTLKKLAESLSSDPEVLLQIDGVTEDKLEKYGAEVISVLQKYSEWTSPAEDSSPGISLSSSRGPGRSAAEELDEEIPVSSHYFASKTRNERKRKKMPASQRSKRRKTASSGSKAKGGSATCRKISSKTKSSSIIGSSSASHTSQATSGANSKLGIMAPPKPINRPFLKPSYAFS
APEX1 inh = blocks human APE1 abasic DNA cleavage; P27695; recombinant APE1, TAMRA/BHQ-2 abasic DNA cleavage fluorescence; Potency, µM (highest dose often 65.8 µM), without a hit: at the top dose activity change, negative = inhibition, usual class: inhibitors; 350,000 compounds, 0.35% hits;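 further: potency means the concentration at half of the fitted maximal effect; plate controls were vehicle for no effect and reference inhibitor for full effect; nearly all actives have a fitted effect of over 55% in size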
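Compound pre-exposure to 0.75 nM APE1, 15 min at ambient temperature. Reaction initiated with 50 nM TAMRA/BHQ-2 THF substrate, read immediately in kinetic mode, 525 nm excitation, 598 nm emission.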
POLK inh = DNA polymerase kappa (human) inhibition; Q9UBT6; purified Pol kappa, fluorescent DNA synthesis assay, 10 min; Potency, µM (titrated, usually from 107 µM), inactives show at the top dose activity, negative = inhibition, usual class: inhibitors; 400,000 compounds, 0.53% hits; AID 588579; further: potency means the concentration at half of the fitted maximal effect; on the % scale 0 is the no-effect control and ±100 the full control effect
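50 nM final substrate added after 15 min RT preincubation of 10 nM Pol kappa with compound; fluorescence read at 0 and 10 min.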
POLH inh = blocks human DNA polymerase eta activity; Q9Y253; recombinant Pol eta, fluorescent DNA replication assay; Potency, µM (top dose mostly 114 µM), for the others: at the top dose activity change, negative = inhibition, usual class: inhibitors; 390,000 compounds, 1.2% hits; further: potency means the concentration at half of the fitted maximal effect; on the % scale 0 is the no-effect control and ±100 the full control effect
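Fluorescent replication assay: 50 nM final substrate added after a 15 min room-temperature compound preincubation with 10 nM enzyme. Signal taken at 0 min and again at 10 min.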
Anesthetic bind = binds horse apoferritin like a general anesthetic | apoferritin/1-aminoanthracene competitive binding, fluorescence | Potency, µM (titrated, usually from 77.5 µM), for inactives: at the top dose activity change, negative = displacement, actives largely listed as inhibitors | 350,000 compounds, 0.074% hits; further: potency means the concentration at half of the fitted maximal effect; on the % scale 0 is the no-effect control and ±100 the full control effect; nearly all actives have a fitted effect of over 20% in size
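Apoferritin-based anesthetic binding model; compound displacement of fluorescent 1-AMA measured as endpoint fluorescence after 10 minutes at room temperature, scaled to free-ligand and complex controls.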
PGK inhibitor = inhibitors of T. brucei phosphoglycerate kinase; P07378; PGK/GAPDH coupled, Kinase-Glo luminescence, 60 min; Potency, µM (highest dose often 57.5 µM), without a hit: at the top dose activity change, negative = inhibition, most hits filed as inhibitors; 380,000 compounds, 0.043% hits; further: potency means the concentration at half of the fitted maximal effect; on the % scale 0 is the no-effect control and ±100 the full control effect; nearly all actives have a fitted effect of over 60% in size
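Recombinant glycosomal PGK reaction used 1,3-bisphosphoglycerate generated in-well by GAPDH (100nM final) in 100mM TEA pH 7.6, 5mM MgCl2, 0.01% Tween-20. After 60 minutes at room temperature, ATP was read by Kinase-Glo Plus luminescence end-point.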
POLI inh = blocks human DNA polymerase iota activity | Q9UNA4 | Pol iota fluorescent replication assay, 10 min | Potency, µM (doses to about 115 µM), for the others: at the highest dose activity, negative = inhibition, usual class: inhibitors | 390,000 compounds, 1% hits | AID 588590; further: potency means the concentration at half of the fitted maximal effect
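Fluorescent replication assay read twice, at 0 min and 10 min after adding 50 nM (final) substrate. Enzyme (10 nM) and compounds were first incubated 15 min at room temperature; enzyme-free buffer wells were negative controls.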
POLB inh = DNA polymerase beta (human) inhibition; 340,000 compounds, 1.3% hits; Pol beta primer extension/strand displacement, fluorescence kinetic; Potency, µM (top dose mostly 114 µM), for the others: at the top dose activity change, negative = inhibition, hits mostly inhibitors; further: potency means the concentration at half of the fitted maximal effect; on the % scale 0 is the no-effect control and ±100 the full control effect
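Kinetic readout of DNA synthesis with strand displacement by Pol beta. Compound and 10 nM enzyme sit 15 min at room temperature; 50 nM substrate starts the reaction, read immediately and at 10 min.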
Starred values were filed as active, the others as inactive; i = inactive; ? = inconclusive; / = not tested or not shown; & = joins results of further samples; [ ] = dose if it differs, or a comment. Unless noted, the call rests on the fitted dose curve; in most records, active means well fitted curve in the direction sought with a large enough effect; inconclusive means small, poorly fitted or top-dose-only effect, or another doubt; inactive means no such curve, though single readings can be large; an effect the other way counts as inactive or inconclusive. These rows are one share of the data. The share of hits here may be higher or lower than overall.

nr	SMILES	Anesthetic bind	POLI inh	BLM inh	PGK inhibitor	APEX1 inh	POLB inh	POLH inh	RXFP1 antag	POLK inh
1	COc1ccc(OCC(=O)N(C)Cc2ccccc2)cc1	-12%	0%	-2%	-10%	-4%	14%	-13%	0	-1%
2	Nc1nc(-c2cccs2)c(CC(=O)O)s1	-3%	?	-18%	-1%	0%	-2%	?	12	-17%
3	Cc1cc(C(=O)COC(=O)c2cccc(S(=O)(=O)N(C)C)c2)c(C)n1CC1CCCO1 (stereo not given)	/	7%	/	2%	8%	/	-19%	-9	-4%
4	COC(=O)Oc1ccccc1C(=O)O	3%	/	4%	/	17%	/	/	/	-3%[60.1 µM]
5	COc1ccccc1/C=C/c1nc(C#N)c(NC2CCCCC2)o1	56%[activator]	?	-6%	i	/	24%	2%	?	-8%
6	CCc1ccc(-c2nn(-c3ccccc3C)cc2C(=O)N2CCN(C3CCS(=O)(=O)C3)CC2)cc1 (stereo not given)	/	26%	/	-3%	-4%	/	-25%	3	-6%
7	COc1ccc(-c2cc(C(F)(F)F)n3nc(C(=O)N4CCCC4)cc3n2)cc1	-7%	0%	-3%	i	?	11%	-8%	-3	6%
8	Cc1csc(NC(=O)C2CCN(S(=O)(=O)c3ccc4c(c3)oc(=O)n4C)CC2)n1	-15%	20%	-2%	i	10%	9%	-7%	/	9%
9	O=C(Oc1c(-c2ccccc2)c(=O)n2c3c(cccc13)CC2)c1cccc([N+](=O)[O-])c1	-11%	42%	-10%	i	-5%	34%	-3%	3	9%
10	O=C(O)c1ccc(CSc2n[nH]c(-c3ccco3)n2)cc1	-5%	20µM*	-4%	-3%	40µM*	?	11µM*	8	45µM*
11	Cc1ccc(N=Cc2nc(/C=C/c3cccc([N+](=O)[O-])c3)oc2O)cc1	-8%	29%	2%	-5%	-2%	16%	-17%	-5	0%
12	Clc1ccc(CSc2nnc(-c3ccncc3)o2)c(Cl)c1	-13%	13%	-15%	-1%	16%	12%	8%	-6	-12%
13	COc1ccc(CNC(=O)C2CCN(S(=O)(=O)c3ccc4nc5c(c(C(=O)O)c4c3)CC(C)CC5)CC2)cc1 (stereo not given)	8%&3%	89µM*	-2%&-7%	-7%	24%	?	?	-11&-3	-11%&-20%
14	Cc1cc(NS(=O)(=O)c2ccc(NC(=O)Nc3ccccc3)cc2)no1	-13%	-1%	1%	8%	-3%	-1%	3%	23	-11%
15	CN(CCc1ccccc1)C(=O)c1ccc(NC(=O)Cc2ccc(NC(=O)C3CCCN(C(=O)C4CCCC4)C3)cc2)cc1 (stereo not given)	/	-5%	/	0%	/	/	-4%	/	1%
16	O=C(NC12CC3CC(CC(C3)C1)C2)c1cc2nc(-c3ccco3)cc(C(F)(F)F)n2n1	7%	6%	-6%	i	-11%	3%	-8%	-4	-9%
17	CCCc1cc(NCc2ccccn2)n2c(nc3ccccc32)c1C#N	3%	135%[activator]	-5%	-2%	-3%	35%	-14%	1	0%
18	CCN(CC)CCN(Cc1cc2cc3c(cc2[nH]c1=O)OCO3)C(=S)NCCCN(C)C	3%	-9%	133%[activator]	5%	-4%	2%	-5%	1	-19%
19	CCC1(O)CC(c2ccccc2)=NN1C(=O)c1ccccc1F (stereo not given)	/	185%[activator]	/	-3%	/	/	-12%	11	-2%
20	CCC1CCCCN1C(=O)c1nn2cccnc2c1Cl (stereo not given)	2%	-1%	1%	-8%	0%	-1%	-8%	-3	-12%
21	CCOC(=O)C1CCN(C(=O)CNC(=O)Cn2c(C)cc3ccccc3c2=O)CC1	3%	-3%	-2%	-8%	48%	29%	9%	1	?
22	Cc1ccc(C2=NN(C(=O)CCCC(=O)O)C(c3ccc4c(c3)OCO4)C2)cc1 (stereo not given)	-4%	29%	2%	-9%	7%	28%	-13%	1	4%
23	Cc1cc(=O)[nH]c2c1c(C)nn2C1CCOC(C)(C)C1 (stereo not given)	-4%	-4%	-2%	/	2%	33%	-3%	-14	-6%
24	COc1ccc(C2C(C#N)=C(N)Oc3n[nH]c(C)c32)cc1Cn1nc(C)c([N+](=O)[O-])c1C (stereo not given)	-5%	14%	-3%	-3%	-6%	-13%	-13%	/	-9%
25	Nc1cccc(-n2cccc2)c1	-13%	0%	-4%	4%	-1%	16%	-10%	3	-13%
26	CC(=O)c1ccc(OCC(=O)N2CCCC2c2ccc3c(c2)OCCCO3)cc1 (stereo not given)	/	23%	/	i	18%	/	-16%	-10	10%
27	CN(C(=O)c1cccc(NC(=O)Cc2ccc([N+](=O)[O-])cc2)c1)C1CCC1	/	14%	/	4%	1%	/	-14%	/	-2%
28	O=C(c1cc(-c2ccc3c(c2)OCO3)on1)N1CCN(c2ccccc2)CC1	5%	1%	-9%	3%	-6%	1%	-4%	-1	-18%
29	COc1cccc(Nc2ncnc3ccccc23)c1	2%	12%	1%	i	0%	-27%	10%	-17	-9%
30	O=C1[C@@H]2[C@@H]3C[C@@H]([C@H]4ON=C(c5ccc(Cl)cc5)[C@@H]34)[C@@H]2C(=O)N1C1CCCCC1	-8%	13%	-5%	i	30%	2%	-16%	-12	-6%

Single records, as listed above. Order of values: Anesthetic bind | POLI inh | BLM inh | PGK inhibitor | APEX1 inh | POLB inh | POLH inh | RXFP1 antag | POLK inh
`Cc1cc(C(=O)COC(=O)c2cccc(S(=O)(=O)N(C)C)c2)c(C)n1CC1CCCO1` (stereo not given) reads / | 7% | / | 2% | 8% | / | -19% | -9 | -4%
`O=C(O)c1ccc(CSc2n[nH]c(-c3ccco3)n2)cc1` reads -5% | 20µM* | -4% | -3% | 40µM* | ? | 11µM* | 8 | 45µM*
`Cc1ccc(C2=NN(C(=O)CCCC(=O)O)C(c3ccc4c(c3)OCO4)C2)cc1` (stereo not given) reads -4% | 29% | 2% | -9% | 7% | 28% | -13% | 1 | 4%

Additional entries.
nr	SMILES	Anesthetic bind	POLI inh	BLM inh	PGK inhibitor	APEX1 inh	POLB inh	POLH inh	RXFP1 antag	POLK inh
31	Cc1cnc2ncc3sccc3c2c1	-1%	-7%	5%	i	-7%	9%	-4%	-12	4%
32	O=C(NCc1ccccc1)c1ccc2c(c1)nc1n2CCOC1	-11%	9%	0%	11%	/	-1%	9%	-15	-8%[60.1 µM]
33	CC(C)Oc1cccc(C(=O)Nc2ccc3oc(-c4ccccc4)nc3c2)c1	-10%	11%	-12%	-10%	/	-3%	-17%	-16	-5%[60.1 µM]
34	O=C(NNS(=O)(=O)c1ccc(Cl)cc1)c1cc(-c2ccccc2)nc2ccccc12	?	14%	-7%	-9%	-1%	-4%	-21%	-23	-5%
35	CS(=O)(=O)N1CCC(C(=O)Nc2cc(Cl)ccc2Cl)CC1	?	69%[activator]	-2%	4%	-3%	2%	-20%	-3	-7%
36	COc1cc(C(c2nnnn2C(C)(C)C)N2CCN(C)CC2)cc(OC)c1OC (stereo not given)	-2%	5%	6%	-6%	4%	4%	-12%	0	-1%
37	CC(=O)Nc1ccc(NC(=O)C(C)OC(=O)c2ccc3c(c2)OCCO3)cc1 (stereo not given)	-3%	11%	-5%	i	1%	14%	-6%	3	-10%
38	CCOc1ccc(-c2noc(-c3ccncc3)n2)cc1OCC	5%	9%	-9%	0%	-2%	37%	0%	-23	-1%
39	Nn1c(SCC(=O)NCCC2=CCCCC2)nnc1C1CCCCC1	-2%	12%	-2%	-4%	0%	4%	1%	-3	-6%
40	O=C(Oc1ccc(/C=N/NC(=O)c2ccccn2)cc1)c1cccc(F)c1	/	12%	/	i	/	/	-2%	-2	-7%

Rewritten with each value named: part of the list above
#20 CCC1CCCCN1C(=O)c1nn2cccnc2c1Cl (stereo not given)
  Anesthetic bind: 2%	POLI inh: -1%	BLM inh: 1%	PGK inhibitor: -8%	APEX1 inh: 0%	POLB inh: -1%	POLH inh: -8%	RXFP1 antag: -3	POLK inh: -12%
#21 CCOC(=O)C1CCN(C(=O)CNC(=O)Cn2c(C)cc3ccccc3c2=O)CC1
  Anesthetic bind: 3%	POLI inh: -3%	BLM inh: -2%	PGK inhibitor: -8%	APEX1 inh: 48%	POLB inh: 29%	POLH inh: 9%	RXFP1 antag: 1	POLK inh: ?

Further entries
nr	SMILES	Anesthetic bind	POLI inh	BLM inh	PGK inhibitor	APEX1 inh	POLB inh	POLH inh	RXFP1 antag	POLK inh
41	COc1ccc(Sc2ccc(-c3nc4cnccn4c3NC3CCCCC3)cc2OC)cc1	/	?	/	-8%	-19%	/	-18%	/	7%
42	O=C(Nc1cccc(O)c1)c1ccc2c(c1)C(=O)N(Cc1ccco1)C2=O	?	?	-7%	2%	-33%	?	-7%	-15	-33%
43	COc1cc(/C=N/NC(=O)c2cccs2)ccc1O	-2%	6%	0%	i	-5%	3%	-3%	-2	10%
44	Cn1nc(C(=O)OCC(=O)Nc2ccc(S(N)(=O)=O)cc2)c2ccccc2c1=O	14%	-17%	-4%	-7%	-5%	-9%	-17%	-4	8%
45	Cc1ccc(O)c(N=Nc2ccc(S(=O)(=O)N3CCCC3)cc2)c1	-13%	12%	-2%	-1%	-5%	-2%	-9%	0	-3%
46	Cc1cc(C(=O)N/N=C/c2cc([N+](=O)[O-])ccc2O)c2ccccc2n1	-11%	8%	4%	i	15%	51%	-7%	1	1%
